Screening results as filed in PubChem BioAssay.
BRCA1 expr up – increases BRCA1 expression; MCF7-BRCA1-FFLuc reporter, luminescence, 48 h; response scale: scaled: vehicle 0%, 10 µM genistein 100%; AID 624202; Potency, µM (highest dose often 46.1 µM), without a hit: top-dose activation, hits mostly activators; 380,000 compounds, 1.1% hits; note: potency is the fitted concentration of half-maximal effect; nearly all actives have a fitted effect of over 80% in size; some results filed as inactive show a strong effect at the top dose
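Using MCF7 cells harboring a BRCA1 firefly luciferase reporter, plated 2 h before compound pinning, the screen measured luminescence after 48 h incubation. Responses were normalized to DMSO and 10 microM genistein, then fitted for concentration-effect.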
ASM inhibitor – human S-ASM enzyme inhibition; P17405; placental ASM, HMU-PC fluorogenic substrate, 60 min; Potency, µM (series often up to 57.5 µM), without a hit: at the top dose activity change, negative = inhibition, hits mostly inhibitors; 340,000 compounds, 0.006% hits; note: potency is the fitted concentration of half-maximal effect
Target sequence (P17405 47-631 limits assumed): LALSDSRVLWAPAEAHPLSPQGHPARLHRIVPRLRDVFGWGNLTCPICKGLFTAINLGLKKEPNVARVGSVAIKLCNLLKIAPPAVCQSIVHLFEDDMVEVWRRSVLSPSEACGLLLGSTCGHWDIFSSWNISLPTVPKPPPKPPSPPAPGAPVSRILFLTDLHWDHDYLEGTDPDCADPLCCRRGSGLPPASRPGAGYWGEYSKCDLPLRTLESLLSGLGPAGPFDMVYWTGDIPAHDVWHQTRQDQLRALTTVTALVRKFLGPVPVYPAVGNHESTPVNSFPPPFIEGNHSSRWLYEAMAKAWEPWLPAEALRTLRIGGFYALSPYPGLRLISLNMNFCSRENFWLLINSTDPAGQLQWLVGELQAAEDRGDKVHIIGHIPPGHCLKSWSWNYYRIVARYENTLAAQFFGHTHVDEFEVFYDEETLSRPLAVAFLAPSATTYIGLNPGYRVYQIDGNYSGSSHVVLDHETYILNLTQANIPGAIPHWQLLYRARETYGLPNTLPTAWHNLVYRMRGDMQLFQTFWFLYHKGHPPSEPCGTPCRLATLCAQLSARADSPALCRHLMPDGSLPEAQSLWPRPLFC
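qHTS format. ASM enzyme prepared from human placenta hydrolyses the fluorogenic substrate HMU-PC0 (9 uM final) over 60 min at 37 °C after a 10 min compound preincubation.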
p53 reactivator – re-activators of mutant p53. Potency, µM (top dose mostly 92.2 µM), for the others: top-dose activity change, positive = activation, hits mostly activators. H1299 p53-A138V BP100-luciferase reporter, luminescence, 24 h. 320,000 compounds, 0.063% hits; note: potency is the fitted concentration of half-maximal effect; % of control where 0% means no effect; nearly all actives have a fitted effect of over 45% in size
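H1299 (p53-null), stable ts p53-A138V + BP100-Luc; 1000 cells/well, Opti-MEM/10% FBS; cpd 4 pt, 1:5; 24 h, 37 deg C, 5% CO2; detection reagent 10 min RT; luminescence.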
Integrin act MD – integrin-mediated muscular dystrophy alleviation activation. alpha7betagal myoblasts, beta-gal FDG fluorescence, 48 h. Potency, µM (titrated, usually from 38.3 µM), for inactives: at the top dose activation, actives largely listed as activators. 350,000 compounds, 0.064% hits;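 note: potency is the fitted concentration of half-maximal effect; 100% = response of the positive control SU9516; nearly all actives have a fitted effect of over 60% in size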
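alpha7betagal+/- myoblasts (passage 13, 250/well) treated 48 h at 37C with compounds at 1:260 dilution of DMSO stock. Lysed, then beta-galactosidase activity read as FDG fluorescence (ex 480/em 540) after 30 min, with pre-read for autofluorescence.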
uPA generation – blocks generation of uPA at the cell surface. cell surface uPA generation assay, qHTS. 330,000 compounds, 0.31% hits. Potency, µM (doses to about 38.3 µM), inactives show at the top dose activity change, negative = inhibition, usual class: inhibitors. AID 540303; active = well fitted inhibition curve with a large enough effect; inconclusive = small, poorly fitted or top-dose-only effect; inactive = no such curve, though single readings can be large or run the other way; tested in mouse RAW 264.7 cells; note: potency is the fitted concentration of half-maximal effect; % is set by controls: 0 for no effect and ±100 for the full control effect; nearly all actives have a fitted effect of over 55% in size
TSG101-PTAP inh – blocks PTAP/TSG101 interaction to inhibit HIV-1 budding; Q99816; Fluorescence polarization, FITC-PTAP peptide / Tsg101 binding; Potency, µM (doses to about 115 µM), inactives show top-dose activity change, negative = inhibition, hits mostly inhibitors; 340,000 tested, under 10 active; AID 493005; active = well fitted inhibition curve with a large enough effect in the main read-out, with a control signal flat, not every such curve was filed as active; inconclusive = small, poorly fitted or top-dose-only effect, or effect the other way, or a change in a side signal; inactive = no such curve, though single readings can be large or run the other way; note: potency is the fitted concentration of half-maximal effect; % of control where 0% means no effect
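Fluorescence anisotropy tracks displacement of a FITC-tagged PTAP peptide (50 nM) from the Tsg101 binding domain (10 uM), following a 20 min room-temperature incubation at pH 7.5.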
Eya2 inh – inhibitors of human Eya2 phosphatase activity; O00167; recombinant Eya2, OMFP fluorescence dephosphorylation (OMFP is methylfluorescein phosphate); Potency, µM (doses to about 76.9 µM), for inactives: at the highest dose activity, negative = inhibition, hits mostly inhibitors; 330,000 compounds, 0.006% hits; AID 488837; note: potency is the fitted concentration of half-maximal effect; % is set by controls: 0 for no effect and ±100 for the full control effect
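Eya2 protein (added as 0.2 uM solution) was preincubated with compound for 10 min at ambient temperature in 50 mM HEPES pH 7.5, 50 mM NaCl, 5 uM MgCl2, 0.05% BSA, 1 mM DTT. OMFP (added at 50 uM) then reacted 10 min; fluorescence read at 485/525 nm.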
ELG1 genotox – inducers of genotoxicity in HEK293T ELG1-luciferase cells; 330,000 compounds, 1.3% hits; AID 504466; Potency, µM (series often up to 46 µM), for the others: at the highest dose activity change, positive = activation, usual class: activators; HEK293T ELG1-luciferase reporter, luminescence, 16 h; note: potency is the fitted concentration of half-maximal effect; % of control where 0% means no effect; nearly all actives have a fitted effect of over 60% in size
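Genotoxic stress is detected as increased luminescence from luciferase-tagged ELG1 in HEK293T cells, measured with ONE-Glo after a 16 hr treatment at 37 °C.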
TRPV1 ag – activates the human vanilloid receptor TRPV1. TRPV1-expressing cells, Fluo-8 calcium influx, agonist mode. activation, % at 8.33 µM. 320,000 compounds, 0.19% hits; in the data active = activation above about 80%; inconclusive = between about 30% and that limit; note: 0% is about no effect
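Fluo-8 calcium influx in TRPV1-expressing cells, kinetic read (ex 480/em 520 nm). Compound added and read 3 min for agonist activity, followed by capsaicin at EC20 final and 2 min further read for enhancement.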
B2AR arrestin – agonists driving beta-arrestin recruitment to human beta2-adrenergic receptor; P07550; beta-arrestin recruitment to beta2AR, cell-based reporter; Potency, µM (top dose mostly 46.1 µM), for inactives: top-dose activation, hits mostly activators; 330,000 compounds, 0.02% hits; AID 492947;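 note: potency is the fitted concentration of half-maximal effect; 0% = DMSO controls and full agonism = EC100 isoproterenol or metaproterenol; nearly all actives have a fitted effect of over 65% in size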
Target sequence (P07550 whole entry, looked up): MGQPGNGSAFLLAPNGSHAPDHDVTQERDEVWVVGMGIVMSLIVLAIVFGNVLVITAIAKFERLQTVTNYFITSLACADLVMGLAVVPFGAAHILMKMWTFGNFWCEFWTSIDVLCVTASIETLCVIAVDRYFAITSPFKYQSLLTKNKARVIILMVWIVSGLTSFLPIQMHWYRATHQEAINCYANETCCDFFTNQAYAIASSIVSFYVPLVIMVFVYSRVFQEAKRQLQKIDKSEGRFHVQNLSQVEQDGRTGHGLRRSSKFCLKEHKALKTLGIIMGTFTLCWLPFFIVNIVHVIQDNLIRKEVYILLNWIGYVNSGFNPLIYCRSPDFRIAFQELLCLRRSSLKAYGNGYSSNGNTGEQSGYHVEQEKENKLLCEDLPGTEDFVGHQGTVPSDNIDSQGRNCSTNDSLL
USP2a inh – inhibitors of human ubiquitin-specific protease USP2a; O75604; USP2 core, Ub-CHOP2 coupled fluorogenic reporter, 485/531; Potency, µM (top dose mostly 38.3 µM), without a hit: top-dose activity change, negative = inhibition, most hits filed as inhibitors; 330,000 compounds, 0.01% hits; AID 463254;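 note: potency is the fitted concentration of half-maximal effect; plate controls were DMSO wells for no effect and full inhibition by NEM control for full effect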
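USP2 core (10nM final) preincubated 30min RT with compound in 20mM Tris-HCl pH 8.0, 2mM CaCl2, 2mM beta-mercaptoethanol, 0.05% CHAPS; 25nM Ub-CHOP2 plus 25nM reporter substrate added, fluorescence (Ex485/Em531) read after 60min.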
* hit, by the source's call; i = inactive; ? = inconclusive; · = not tested or not shown; [ ] = dose if it differs, or a comment. Unless noted, calls come from the whole dose curve; as a rule, active = well fitted curve in the direction sought with a large enough effect; inconclusive = small, poorly fitted or top-dose-only effect, or another doubt; inactive = no such curve, though single readings can be large; an effect the other way counts as inactive or inconclusive.

Molecule	ASM inhibitor	Integrin act MD	B2AR arrestin	ELG1 genotox	Eya2 inh	USP2a inh	TSG101-PTAP inh	TRPV1 ag	uPA generation	p53 reactivator	BRCA1 expr up
CSc1ncc(Cl)c(C(=O)Nc2ccc(NC(C)=O)cc2)n1	-1.1%	-7.2%	0.0%	0.1%	3.1%	4.8%	-1.9%	5.6	7.0%	-3.2%	4.0%
Cc1nc2nc(CSc3nc4ccccc4s3)cc(=O)n2[nH]1	1.1%	-3.4%	0.0%	-0.4%	-10.7%	1.8%	-8.5%	1.2	0.9%	9.5%	0.6%
Cc1cnc(NC(=O)CCCSc2nc3ccccc3s2)s1	2.1%	-11.7%[7.66 µM]	0.0%	?	2.0%	-2.1%	-1.5%	8.7	5.5%	5.1%	-29.2%
Cc1cc(C)n(C(N)=NC(=O)c2ccc([N+](=O)[O-])cc2)n1	-0.7%	9.5%	-1.1%	?	-3.7%	-3.1%	-3.0%	2.3	?	19.8%	?
CCOC(=O)NNc1ccc2nonc2c1[N+](=O)[O-]	-16.2%	-58.5%[inhibitor]	0.1%	-14.6%	-8.4%	-2.9%	-3.3%	-2.5	-10.8%	-13.3%	-83.3%
COC(=O)Nc1ccc(SCC(=O)c2ccc(Cl)cc2)cc1	-0.6%	-20.5%	-1.0%	0.6%	-17.1%	1.9%	-0.9%	15.8	-1.5%	-2.4%	30.2%
Cc1ccc(NC(=O)COC(=O)c2ccc([N+](=O)[O-])s2)c(C)c1	1.3%	-16.5%	-2.4%	-1.8%	2.7%	5.1%	-3.8%	2.5	4.7%	-2.2%	-1.7%
Cn1c(SCC(=O)N2CCCC2)nnc1-c1cnccn1	5.1%	8.8%	0.1%	2.1%	1.0%	-2.3%	-1.3%	2.2	3.3%	8.2%	26.7%
CC1CCN(C(=O)CN2C(=O)C(=O)c3ccccc32)CC1	0.9%	0.0%	0.2%	0.5%	1.6%	1.3%	2.3%	-0.9	5.1%	2.6%	0.0%
CC(C)(C)OC(=O)NCCCC[C@@H](C(=O)NCCCCCCCCCCC(=O)N1CCN(C(=O)OC(C)(C)C)CC1)n1cc(CCCC(=O)O)nn1	-0.8%	9.5%	0.1%	-0.4%	-19.6%	-0.1%	-6.0%	-5.7	4.9%	11.1%	-16.9%
CCN(Cc1ccccc1)C(=O)CC1Oc2ccccc2NC1=O (stereo not given)	1.3%	-7.2%	0.1%	0.8%	-8.3%	0.3%	-5.7%	1.4	-4.5%	-8.2%	-0.1%
CC(C)[C@H](NS(=O)(=O)c1ccccc1)C(=O)OCC(=O)NCc1ccc2c(c1)OCO2	-0.2%	0.0%	4.8%	-3.2%	-1.6%	-3.4%	-10.0%	·	1.0%	-6.7%	-17.0%
CCOCCCN(C(=O)Cn1nnc(-c2ccc(C)o2)n1)C(C(=O)NC1CCCC1)c1ccc(C)o1 (stereo not given)	-3.4%	-31.7%	0.3%	-0.7%	-11.2%	-1.7%	0.5%	10.3	5.4%	-2.2%	-24.9%
CCNC(=O)NC(=O)C(C)Sc1ncc(C(F)(F)F)cc1Cl (stereo not given)	-0.8%	-5.5%	-0.2%	-3.4%	4.2%	2.2%	-2.5%	11.3	4.5%	1.8%	-7.9%
O=C(NC1(C(F)(F)F)C(=O)Nc2c1c(=O)[nH]c(=O)n2Cc1ccccc1)c1ccc(Cl)cc1Cl (stereo not given)	4.2%	3.3%	-0.1%	0.5%	-5.4%	0.8%	0.8%	-1.9	·	-3.0%	-0.6%
Cc1ccc2nc(-c3cccc(S(=O)(=O)N4CC(C)OC(C)C4)c3)cn2c1 (stereo not given)	2.7%	-37.5%	0.4%	?	-23.9%	-0.6%	-6.5%	12.6	-17.0%	?	9.5%
Cc1cccn2c(=O)c3cc(C(=O)NC4CCCC4)n(C)c3nc12	i	17.7%	0.3%	-3.6%	3.5%	0.4%	1.2%	?	?	4.9%	49.5%
CCc1ccc(-c2nc(SCC(=O)NC3CC3)n[nH]2)cc1	2.2%	2.4%	0.0%	?	6.6%	-0.4%	-6.8%	8.0	-3.8%	1.8%	17.3%
COc1ccc2nc(SCC(=O)Nc3ccccc3OC)[nH]c2c1	-2.7%	-8.2%	-0.7%	0.2%	-1.3%	-0.2%	-1.8%	?	1.9%	-5.0%	-5.8%
CCc1cc2ccc(C)cc2nc1SCC(=O)Nc1c[nH]c(=O)[nH]c1=O	-1.5%	23.8%	0.2%	5.4%	-1.0%	0.6%	-7.6%	0.1	-1.6%	-0.8%	-12.5%
COc1cccc(CN(C)C(=O)/C=C/c2ccc(S(=O)(=O)N3CCCCCC3)cc2)c1	·	-14.1%	-1.0%	-19.4%	-5.8%	-5.3%	-1.8%	8.7	-9.5%	-19.3%	-40.3%
Cc1cc(Br)cc(C)c1OCCCCN(C)C	0.6%	-55.4%[inhibitor]	-0.6%	-3.1%	-13.4%	-9.2%	-3.8%	8.4	·	-11.5%	-18.0%
CC(C)C[C@@H](CNC(=O)OC(C)(C)C)NC(=O)c1nc[nH]c1C(=O)N[C@@H](CC(C)C)C(=O)CNC[C@H](CC(C)C)NC(=O)c1nc[nH]c1C(=O)N[C@@H](Cc1c[nH]c2ccccc12)C(=O)OC(C)(C)C	20.5%	3.9%	-0.7%	0.1%	1.9%	3.6%	-7.1%	·	20.4%	-3.7%	-78.5%
C=CCNC(=O)CC(=O)N/N=C/c1cccs1	-0.6%	-0.1%	-0.2%	-0.9%	4.6%	1.5%	0.6%	-2.6	-8.5%	1.4%	48.7%
COC(=O)CC1C(=O)NCCN1C(=O)CSc1nc2ccccc2s1 (stereo not given)	1.6%	-13.5%	-0.1%	1.7%	-4.2%	2.8%	0.6%	-0.1	2.6%	-2.8%	-29.8%
CCOc1ccc(C(=O)N2CCSC2=S)cc1	-2.9%	11.0%	0.1%	2.8%	-3.0%	0.1%	-6.1%	-1.0	-2.6%	-2.3%	-10.3%
COc1ccc(Cl)cc1NC(=O)CN(C)C(=O)c1ccc(OCc2ccccc2)c(OC)c1	-8.2%	6.5%	-0.8%	-11.5%	-3.9%	-5.3%	-0.6%	3.9	11.0%	-5.0%	-42.3%
O=C(COc1ccccc1)N1CCN(C(=O)c2ccccc2F)CC1	-12.6%	0.2%	0.0%	1.9%	8.6%	0.8%	-0.6%	-5.6	-0.5%	2.6%	1.1%
O=C(NC1CCCCC1)c1ccc(OC2CCN(Cc3ccccn3)CC2)cc1	3.2%	4.4%	0.1%	-1.1%	-9.5%	2.3%	-2.5%	-1.8	-3.4%	-2.8%	24.6%
COc1cccc(C(=O)NCC(=O)N/N=C/c2ccc(OC(=O)c3cccs3)c(OC)c2)c1	-9.1%	3.0%	0.7%	5.1%	-4.2%	0.9%	-11.1%	1.3	-0.2%	1.7%	10.7%
COc1ccc(/C=C/C(=O)NC(=S)Nc2cc([N+](=O)[O-])ccc2O)cc1OC	-4.7%	21.0%	-0.1%	1.6%	8.2%	6.6%	-2.4%	-2.1	-7.1%	2.9%	15.9%
CCOC(=O)N1CCC(NC(=O)CSCc2nc(-c3ccc(C)cc3)oc2C)CC1	3.7%	-7.0%	-1.0%	-0.5%	-9.6%	0.4%	-3.9%	-1.4	-7.2%	-5.5%	2.2%
Cc1ccccc1OCC(=O)N/N=C/c1cn(Cc2ccccc2)c2ccccc12	-12.5%	-11.5%	-0.9%	0.9%	-1.3%	-5.2%	0.2%	4.3	2.2%	2.6%	-51.5%
C=CCN1C(=O)/C(=C/c2ccc(OC)cc2)S/C1=N/c1nccs1	-0.1%	3.9%	0.3%	17.7%	-17.2%	-1.6%	1.2%	3.1	-9.2%	-3.4%	-24.9%
CCOC(=O)c1c(C)[nH]c(C)c1C(=O)COc1ncnc2ccccc12	2.6%	-17.7%	0.4%	-8.4%	-11.3%	2.2%	-1.9%	-0.2	3.5%	-1.6%	7.2%
CCCN(C(=O)Cn1c(C(F)(F)F)nc2ccccc21)C1CCS(=O)(=O)C1 (stereo not given)	2.8%	2.3%	-1.5%	-2.3%	-18.6%	-0.4%	-2.0%	1.2	21.2%	5.7%	-2.4%
